Assay outcomes as filed in PubChem.
STAT1 blocker: STAT1 signaling inhibitors, primary screen, cell-based, HTS, luciferase reporter. 200,000 tested, 0.35% active. NIH 3T3 STAT1-luciferase reporter, IFN-gamma, luminescence. inhibition, % at 5.5 µM;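 active = inhibition above a set limit, the mean inhibition across all tested compounds plus 3 SD, cut at about 34% in these data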;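 note: 0% = IFN-gamma with DMSO and 100% = IFN-gamma with 300 µM nifuroxazide; values of inactives mirror those of a sister screen read the other way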
STAT3 inh: IL-6 driven STAT3 reporter inhibitors, primary screen, U3A cells, luciferase, luminescence, MLSCN library; IL-6 STAT3-luciferase reporter; host cell line lacks STAT1; inhibition, % at 5.5 µM; 190,000 tested, 0.89% active;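 active = inhibition above the mean inhibition across all screened compounds plus 3 SD, cut at about 44% in these data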;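 note: 0% = DMSO only wells and 100% = 100 µM nifuroxazide control wells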
APP transl inh: inhibitors of APP translation via 5'UTR reporter, primary screen, APP 5'UTR luciferase, SH-SY5Y cells; SH-SY5Y APP 5'UTR-luciferase reporter, luminescence; inhibition, % at 2 µM; 190,000 tested, 0.82% active;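 active = inhibition above a set limit, derived from the sample mean plus 3 SD, cut at about 45% in these data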; note: values of inactives mirror those of a sister screen read the other way
NF-kB expr up: activators of NF-kB expression in neurons, primary screen, cell-based, HTS; 190,000 tested, 1.6% active; human neuronal cells, NF-kB reporter expression; hits give high values; fold change at 12.5 µM; in the data active = fold change above about 3.3
APP 5'UTR act: activators of APP 5'UTR luciferase reporter, primary screen, SH-SY5Y cells; activation, % at 2 µM; 190,000 tested, 1% active; SH-SY5Y APP 5'UTR luciferase reporter, luminescence; zero percent = DMSO vehicle wells;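 active = activation above a set limit, based on mean plus 3 SD of controls, cut at about 140% in these data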; note: values of inactives mirror those of a sister screen read the other way
STAT3 act: IL-6 driven STAT3 reporter potentiators, primary screen, U3A cells, luciferase, luminescence, MLSCN library | activation (% of control), % at 5.6 µM | IL-6 STAT3-luciferase reporter; 100% = signal with IL-6 EC80 alone | AID 871, 2007 | 190,000 tested, 0.91% active;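 active = activation above the screen-wide mean of compound activation plus 3 SD, cut at about 130% in these data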;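 note: 0% = background luminescence of wells with medium and substrate only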
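Detection: reporter luminescence signal / Assay system: STAT1-lacking human U3A cells, STAT3 luciferase reporter / Incubation: compound pre-incubation 1 h before IL-6, then 6 h stimulation at 37 °C / Control set: IL-6-only high control / Read-out: % activation relative to IL-6 control / Probe or stimulus: Interleukin-6, 33 ng/mL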
STAT1 activator: STAT1 signaling activators, primary screen, cell-based, HTS, luciferase reporter; activation (% of control), % at 5.5 µM; NIH 3T3 STAT1-luciferase reporter, IFN-gamma, luminescence; 100% = IFN-gamma alone, no compound; 200,000 tested, 2.6% active;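 active = activation above the screen-wide mean activation plus 3 SD, cut at about 130% in these data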;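 note: raw ratio to IFN-gamma control signal so 100% means no change and 0% no light; values of inactives mirror those of a sister screen read the other way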
Hsp70 act: Hsp70 transcriptional activators, primary screen, cell-based, HeLa, Hsp70 promoter luciferase, luminescence, 10 µM; 200,000 tested, 0.04% active; activation, % at 10 µM; AID 1203, 2008; HeLa Hsp70 promoter luciferase reporter; scaled: vehicle 0, proteasome-inhibitor control 100%;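 active = activation above the mean across all tested compounds plus 3 SD, cutoff set per campaign, cut at about 5.5% in these data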;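 note: 100% = MG132 at 30 µM as the positive control and 0% = DMSO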
FLuc inhib CS: firefly luciferase enzyme inhibitors, primary screen, artefact control for luciferase-based inhibitor screens, biochemical, luminescence, ATPLite; inhibition, % at 10 µM; Luciferin 4-monooxygenase (Photinus pyralis), P08659; 10 min; 200,000 tested, 1.5% active; AID 1006, 2008;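 active = inhibition above about 50% when tested at 10 µM, limit read from the data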
Target sequence (P08659 whole entry, looked up): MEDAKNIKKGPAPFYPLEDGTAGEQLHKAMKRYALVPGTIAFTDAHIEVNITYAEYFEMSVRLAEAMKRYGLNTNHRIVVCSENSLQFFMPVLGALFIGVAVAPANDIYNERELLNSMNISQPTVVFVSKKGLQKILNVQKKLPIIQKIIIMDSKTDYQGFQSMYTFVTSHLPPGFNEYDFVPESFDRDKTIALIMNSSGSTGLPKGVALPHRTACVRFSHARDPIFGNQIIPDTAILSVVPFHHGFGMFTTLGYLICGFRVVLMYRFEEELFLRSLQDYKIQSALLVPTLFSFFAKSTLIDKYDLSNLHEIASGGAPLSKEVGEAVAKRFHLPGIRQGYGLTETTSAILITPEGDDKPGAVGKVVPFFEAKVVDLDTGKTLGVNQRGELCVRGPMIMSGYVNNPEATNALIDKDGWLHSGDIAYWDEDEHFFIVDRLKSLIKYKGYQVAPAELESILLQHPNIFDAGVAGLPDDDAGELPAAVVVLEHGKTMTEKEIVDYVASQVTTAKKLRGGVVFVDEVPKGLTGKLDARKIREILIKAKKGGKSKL
RAM network inh: inhibitors of the yeast RAM network, primary screen, dse1pr::URA3 reporter, 5-FOA selection | S. cerevisiae dse1pr::URA3 reporter, 5-FOA growth OD615, 2 d; analog-sensitive cbk1-as2 kinase mutant strain | inhibition, % at 50 µM | 190,000 tested, 1.8% active | AID 868, 2007;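 active = inhibition above a set limit, 3 SD over mean compound inhibition, cut at about 8.4% in these data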;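 note: 0% = DMSO-only wells with no growth and 100% = 10 µM 1-NA-PP1 full growth; inhibition rescues growth on 5-FOA so higher OD means more RAM inhibition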
Active calls of the source: *; x = no result given.

SMILES	STAT1 blocker	STAT3 inh	APP transl inh	NF-kB expr up	APP 5'UTR act	STAT3 act	STAT1 activator	Hsp70 act	FLuc inhib CS	RAM network inh
C/C(=N/NC(=O)c1sc(NS(=O)(=O)c2ccccc2)nc1C)c1ccc(F)cc1	12	20	-12	1.2	12	86	89	-0.5	-4	2.6
CCCOC(=O)c1c(NC(=O)/C=C/c2cnn(C)c2C)sc(C(=O)OCC)c1C	-1	3	24	1.1	-25	99	101	-0.2	-10	1.4
COC(=O)CNC(c1ccccc1)c1cc(Cl)ccc1NC(=O)c1cccc(Cl)c1 (configuration not stated)	1	-15	-3	0.99	3	112	99	-0.3	-4	1.5
Cc1cc([N+](=O)[O-])cc2ncccc12	3	5	15	1.1	-15	99	97	-0.2	-4	1.3
Cc1ccc(/C=C2\SC(=S)N(CCCC(=O)Nc3ccccn3)C2=O)cc1	38*	43	55*	0.4	-55	65	65	-0.7	0	4.1
CC(=O)c1sc(=S)n(-c2ccc(Cl)cc2)c1C	-9	-1	0	1	0	108	107	-0.1	-8	1.9
O=C(O)c1cccnc1SC1CC(=O)N(c2cccc3ccccc23)C1=O (configuration not stated)	-1	4	12	1.1	-12	97	102	0.1	-5	2.8
COc1ccc(OCC(=O)Nc2ccc(Cl)cc2)cc1	6	17	-28	1.1	28	87	93	0.0	3	0.9
Cn1c(SCC(=O)c2cccs2)nnc1-c1ccco1	1	6	-21	1.5	21	101	99	1.0	4	-0.9
O=C(C1CCCN(S(=O)(=O)Cc2ccccc2)C1)N1CCC(Cc2ccccc2)CC1 (configuration not stated)	-2	-2	x	0.77	x	102	105	-0.3	-1	2.2
CC1=NN(c2ccc(Cl)cc2)C(=O)C1	3	-22	-12	1.2	12	122	96	-0.1	-10	1.8
O=C1c2ccccc2N2C(=O)c3ccccc3C2N1O (configuration not stated)	1	14	-6	0.76	6	91	99	-0.1	-1	0.4
COc1nc(-c2ccccc2)nnc1-c1ccccc1	-61	-62	-180	6.2*	180*	153*	156*	0.2	35	1.1
COc1ccc(CNC(=O)c2cc(SC)ccc2Cl)cc1OC	11	11	-13	0.99	13	95	88	-0.5	-6	1.4
CC(=O)Nc1nnc(SCc2ccc(F)cc2)s1	-21	-2	-8	1.8	8	106	119	0.2	-6	0.8
CN(C)/C=C(\C#N)C(N)=C(C#N)C#N	-8	-1	9	1.1	-9	103	107	0.0	-7	2.7
O=S(=O)(c1ccc(Cl)cc1)N1CCCC1c1nc(-c2cccc(Cl)c2)no1 (configuration not stated)	2	-4	9	1.3	-9	106	98	-0.2	-3	3.6
Cc1ccc(C)c(NC(=O)CN(C)C(=O)/C=C/c2ccco2)c1	-4	3	-11	1.2	11	99	102	0.4	-4	5.2
COC(=O)c1ccc(C(=O)NCCCCO)cc1	-6	2	7	1.3	-7	103	106	-0.1	-2	2.6
CS(=O)(=O)N(CC(=O)N1CCCCC1)c1cccc(F)c1	-2	-5	22	1.1	-22	105	101	-0.1	0	1.5

Profiles as entered above. Screens in order: STAT1 blocker | STAT3 inh | APP transl inh | NF-kB expr up | APP 5'UTR act | STAT3 act | STAT1 activator | Hsp70 act | FLuc inhib CS | RAM network inh
CCCOC(=O)c1c(NC(=O)/C=C/c2cnn(C)c2C)sc(C(=O)OCC)c1C is listed as -1 | 3 | 24 | 1.1 | -25 | 99 | 101 | -0.2 | -10 | 1.4
CC1=NN(c2ccc(Cl)cc2)C(=O)C1 is listed as 3 | -22 | -12 | 1.2 | 12 | 122 | 96 | -0.1 | -10 | 1.8

Other compounds.
SMILES	STAT1 blocker	STAT3 inh	APP transl inh	NF-kB expr up	APP 5'UTR act	STAT3 act	STAT1 activator	Hsp70 act	FLuc inhib CS	RAM network inh
CCCCCCn1c(=O)c(C(=O)N/N=C/c2cccc(F)c2)c(O)c2ccccc21	0	-1	3	1.3	-3	102	99	0.0	0	16*
Cc1nc2c(-c3ccccc3)c(C)nn2c(C)c1CC(=O)O	4	6	0	1.2	-1	99	96	0.2	-8	-0.1
CCSC1=NC(C)(C)C=C(C)N1	-1	-1	-10	0.95	10	106	101	-0.4	-1	1.5
O=C(Nc1ccc(Cl)c(Cl)c1)N1CC=CCC1	-31	9	-56	3.5*	56	96	127	1.0	4	0.6
CC(=O)c1ccc(N2C(=O)C3C(C2=O)C(C(=O)c2ccc(Cl)cc2)N2CCCC32)cc1 (configuration not stated)	3	16	5	1.3	-5	93	97	-0.4	-11	0.0
O=C(NC1CC1)C1=C[C@H](c2ccc3c(c2)OCO3)C[C@H](OCc2ccc(CO)cc2)O1	-2	x	-2	0.94	2	x	104	-0.3	1	-0.6
Cc1ccccc1OCCCCn1c(CO)nc2ccccc21	7	21	4	1.1	-4	85	93	-0.2	-5	0.5
Cc1cc([N+](=O)[O-])nn1CCCC(=O)Nc1cc(Oc2ccccc2)cc([N+](=O)[O-])c1	-6	-4	-15	0.83	15	102	106	0.1	0	10*
Cc1ccc2nc(C3CCN(S(=O)(=O)c4ccc5ccccc5c4)CC3)[nH]c2c1	10	14	12	0.39	-12	93	91	-0.3	-6	1.1
NC(=O)CN1CCN(c2cccc(Cl)c2)CC1	-2	18	2	1.1	-2	89	101	-0.2	-5	1.5
CC(C)CNC(=O)c1cccc(NC(=O)COc2cccc([N+](=O)[O-])c2)c1	7	19	11	0.74	-11	92	93	0.1	-2	3.2
COc1ccc(C(=O)CSc2nnc(CN3CCCCC3)n2-c2ccc(F)cc2)cc1OC	4	-1	-6	0.99	6	101	97	0.0	-5	2.0
COc1ccc(N(CC(=O)Nc2ccc3c(c2)OCO3)S(=O)(=O)c2ccccc2)cc1	0	7	7	0.83	-7	99	99	-0.1	3	4.2
Cc1ccc(C(=O)Nc2ccc3c(c2)OCCO3)o1	-10	20	-107	4*	107	87	110	0.1	84*	0.3
CS(=O)(=O)N(CC(=O)Nc1ccc2c(c1)OCCO2)Cc1ccccc1	1	6	-2	1.1	2	98	99	-0.4	-4	1.2
CC(=O)Nc1ccc(NC(=O)COc2ccc3c(c2)CCC3)cc1	-3	7	-9	1.2	9	101	101	0.1	-2	1.6
COc1ccc(C)cc1NC(=O)c1[nH]c(C)c(C(C)=O)c1C	2	-47	-26	0.75	26	147*	98	0.1	-4	3.2
O=C(CSc1nc2ccccc2s1)N1c2ccccc2Sc2ccc(C(F)(F)F)cc21	1	-2	11	0.96	-11	107	99	-0.5	-1	4.9
Cc1ccc(S(=O)(=O)Nc2ccc3oc(=O)sc3c2)c(C)c1	5	3	-10	1.3	10	104	95	-0.1	1	-0.2
COc1ccc(C)cc1NC(=O)CN1CCN(C/C=C/c2ccccc2)CC1	-5	-4	-19	1.1	19	103	104	-0.4	0	-0.1
CCCc1cc(=O)[nH]c(SCc2cc(C(=O)OC)c(C)o2)n1	4	11	-10	1.1	10	98	97	-0.2	-6	-0.5
O=C1c2cccc3cccc(c23)C(=O)N1Cc1ccccc1	2	-15	-2	1.1	2	116	97	-0.4	-8	4.4
CCOC(=O)C1CCN(C(=O)COc2cc(C)c(Br)c(C)c2)CC1	-1	19	10	1.1	-10	93	101	-0.3	-4	-0.2
CCN1CCN(C(=O)C2(NC(=O)Nc3cccc(F)c3)CCCCC2)CC1	-2	-2	4	0.92	-4	104	102	-0.3	-9	0.7
O=C(COC(=O)COc1ccccc1)NC1CCCc2ccccc21 (configuration not stated)	-4	9	-5	0.96	5	96	104	-0.3	-4	1.3
CC(Cl)C(=O)Nc1cc(C(C)(C)C)nn1-c1ccccc1 (configuration not stated)	1	-2	9	1.1	-9	106	98	-0.2	-6	0.1
Cc1ccc(Sc2ccncc2S(N)(=O)=O)cc1	-1	0	-12	0.91	12	104	101	0.0	-5	0.5
CCOc1ccc(CNc2ccc3c(c2)ncn3C)cc1	-5	9	-18	1.3	18	96	104	-0.1	0	2.8
CCOC(=O)c1[nH]c2ccccc2c1NC(=O)c1ccc2c(c1)OCO2	2	6	1	1.1	-1	99	98	-0.1	2	1.8
O=C(CS(=O)(=O)c1c[nH]c2ccccc12)NC1CCCCC1	6	1	8	1	-8	103	95	-0.1	-4	0.7
CCOC(=O)C1(Cc2cccc(OC)c2)CCCN(S(=O)(=O)c2cccnc2)C1 (configuration not stated)	7	4	4	0.97	-4	102	93	-0.4	-6	0.1
COC(=O)CSc1nnc(-c2ccco2)n1Cc1ccco1	-2	6	1	1.4	-1	98	102	0.1	1	0.7
O=C(NCc1cccs1)c1cc(-c2cccc(Cl)c2)on1	-15	13	-5	1.7	5	89	114	0.0	-1	1.3
Cc1cc(Cl)ccc1OCCCC(N)=O	0	12	6	0.94	-6	95	100	-0.1	-1	-0.7
CC(=O)Nc1ccc(S(=O)(=O)n2cnc3cc(C)c(C)cc32)cc1	15	12	6	1.1	-6	94	87	0.0	-2	0.1
Cc1ccc(C(C)(C)C)c(OCCN2CCCC2)c1	-12	12	17	0.88	-17	96	111	-0.1	-2	0.7
O=C(CNc1cccc(Cl)c1)c1ccc(Cl)cc1	-3	23	-22	1.2	23	85	102	-0.3	-5	5.0
Cc1ccc(S(=O)(=O)NC2(C(F)(F)F)NC(=O)N(C)C2=O)cc1 (configuration not stated)	1	4	-15	1.2	15	98	99	0.0	0	3.6

Compounds listed so far with two or more sulfur atoms (eight):
SMILES	STAT1 blocker	STAT3 inh	APP transl inh	NF-kB expr up	APP 5'UTR act	STAT3 act	STAT1 activator	Hsp70 act	FLuc inhib CS	RAM network inh
C/C(=N/NC(=O)c1sc(NS(=O)(=O)c2ccccc2)nc1C)c1ccc(F)cc1	12	20	-12	1.2	12	86	89	-0.5	-4	2.6
Cc1ccc(/C=C2\SC(=S)N(CCCC(=O)Nc3ccccn3)C2=O)cc1	38*	43	55*	0.4	-55	65	65	-0.7	0	4.1
CC(=O)c1sc(=S)n(-c2ccc(Cl)cc2)c1C	-9	-1	0	1	0	108	107	-0.1	-8	1.9
Cn1c(SCC(=O)c2cccs2)nnc1-c1ccco1	1	6	-21	1.5	21	101	99	1.0	4	-0.9
CC(=O)Nc1nnc(SCc2ccc(F)cc2)s1	-21	-2	-8	1.8	8	106	119	0.2	-6	0.8
O=C(CSc1nc2ccccc2s1)N1c2ccccc2Sc2ccc(C(F)(F)F)cc21	1	-2	11	0.96	-11	107	99	-0.5	-1	4.9
Cc1ccc(S(=O)(=O)Nc2ccc3oc(=O)sc3c2)c(C)c1	5	3	-10	1.3	10	104	95	-0.1	1	-0.2
Cc1ccc(Sc2ccncc2S(N)(=O)=O)cc1	-1	0	-12	0.91	12	104	101	0.0	-5	0.5
